FLuc counter – qHTS profiling assay for firefly luciferase inhibitor/activator using purifed enzyme and Km concentrations of substrates (counterscreen for miR-21 project); Luciferin 4-monooxygenase (Photinus pyralis), P08659; purified FLuc, Km substrates, luminescence inhibition; Potency, µM (titrated, usually from 57.5 µM), for inactives: top-dose activity change, negative = inhibition, actives largely listed as inhibitors; 360,000 tested, 6.9% active; active means well fitted inhibition curve with a large enough effect; inconclusive means small, poorly fitted or top-dose-only effect;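 further: plate controls were vehicle for no effect and reference inhibitor for full effect; nearly all actives have a fitted effect of over 55% in size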
Target sequence (P08659 whole entry, looked up): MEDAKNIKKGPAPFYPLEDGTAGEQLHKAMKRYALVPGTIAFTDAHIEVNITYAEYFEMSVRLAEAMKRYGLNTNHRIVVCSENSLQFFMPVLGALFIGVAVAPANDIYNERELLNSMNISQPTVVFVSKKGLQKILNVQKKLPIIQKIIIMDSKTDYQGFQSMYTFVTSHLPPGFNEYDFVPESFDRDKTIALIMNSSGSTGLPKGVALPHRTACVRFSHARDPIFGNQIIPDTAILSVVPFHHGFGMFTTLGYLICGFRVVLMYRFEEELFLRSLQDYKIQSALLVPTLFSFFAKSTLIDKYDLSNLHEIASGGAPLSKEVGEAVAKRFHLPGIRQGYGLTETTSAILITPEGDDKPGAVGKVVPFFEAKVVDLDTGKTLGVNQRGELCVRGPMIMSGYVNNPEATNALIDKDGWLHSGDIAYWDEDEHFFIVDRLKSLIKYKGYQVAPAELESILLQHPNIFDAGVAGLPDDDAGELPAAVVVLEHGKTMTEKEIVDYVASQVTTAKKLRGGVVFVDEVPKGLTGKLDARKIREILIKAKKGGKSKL
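Biochemical qHTS of compounds, final roughly 60 µM downward over six points, against 10 nM purified firefly luciferase using Km concentrations of substrates (10 uM D-luciferin, 10 uM ATP) in Tris acetate pH 7.5 buffer; luminescence output.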
Active calls of the source: *; ? = inconclusive. Potency means the concentration at half of the fitted maximal effect.

canonical_smiles	FLuc counter
CCc1ccccc1NC(=O)Cn1c(=O)oc2ccccc21	-0.3%
Cc1c(NC(=O)Nc2cccc(C(F)(F)F)c2)sc2nc3n(c(=O)c12)CCC(C)CC3 (configuration not stated)	-2.2%
CCOC(=O)c1c(C)oc2nc(C)nc(NCc3ccc(C)cc3)c12	-2.9%
Cc1ccc(NC(=O)C(=O)NCC(c2ccc3c(c2)OCO3)N2CCOCC2)cc1C (configuration not stated)	0.7%
CCCCNC(=O)c1nn(-c2ccc(CC)cc2)nc1CO	?
COc1ccc(-c2cnc(NCc3ccc(C)cc3)n2C)cc1	-7.8%
CSc1cccc(-c2nnc(NC(=O)c3ccc4c(c3)OCCO4)o2)c1	?
COc1cccc(NC(=O)Cn2c(=O)n(CC(=O)NCc3ccc(C)cc3)c(=O)c3sccc32)c1	-5.2%
CC(=O)N1CCc2cc(S(=O)(=O)NC(CC(C)C)C(=O)NCc3ccccc3Cl)ccc21 (configuration not stated)	-5.7%
Cc1nc(N2CCOCC2)c2c(C(=O)N3CCN(c4cc(Cl)ccc4C)CC3)c(C)oc2n1	-0.2%

6 compounds out of the list, arranged by count of non-hydrogen atoms, lowest first:
canonical_smiles	FLuc counter
CCCCNC(=O)c1nn(-c2ccc(CC)cc2)nc1CO	?
COc1ccc(-c2cnc(NCc3ccc(C)cc3)n2C)cc1	-7.8%
CCOC(=O)c1c(C)oc2nc(C)nc(NCc3ccc(C)cc3)c12	-2.9%
Cc1ccc(NC(=O)C(=O)NCC(c2ccc3c(c2)OCO3)N2CCOCC2)cc1C (configuration not stated)	0.7%
Cc1nc(N2CCOCC2)c2c(C(=O)N3CCN(c4cc(Cl)ccc4C)CC3)c(C)oc2n1	-0.2%
COc1cccc(NC(=O)Cn2c(=O)n(CC(=O)NCc3ccc(C)cc3)c(=O)c3sccc32)c1	-5.2%

The list continues.
canonical_smiles	FLuc counter
Cc1ccc(NC(=O)c2sc(-n3nc(C)c(Cc4ccc(Cl)cc4)c3C)nc2C)cc1	-9.0%
Cc1c(Cl)cccc1NC(=O)CSc1nc(=O)n(Cc2cccnc2)c2c1CCC2	2.7%
CC(=O)c1cccc(NC(=O)Cc2ccc(NC(=O)N3CCCCc4ccccc43)cc2)c1	?
CCCCCn1c(=N)c(S(=O)(=O)c2ccccc2)cc2c(=O)n3cccc(C)c3nc21	0.7%
CCCCSc1nnc2c(n1)OC(C)N(C(C)=O)c1ccccc1-2 (configuration not stated)	-0.7%
Cc1ccc(NC(=O)CN2C(=O)c3ccccc3Sc3ccc(C(=O)N4CCOCC4)cc32)cc1C	-11.9%
O=C(Cn1c(=O)n(-c2ccccc2)c(=O)c2c3c(sc21)CCC3)c1ccc(F)cc1	-8.2%
O=c1cc(COc2ccccc2Cl)nc2scc(-c3ccccc3)n12	?
COc1ccccc1OC(C)C(=O)Nc1ccc(-c2nc3ccccc3s2)cc1 (configuration not stated)	?
CCOc1ccc(-c2nn(CC(=O)NC3CCCC3)c3c2cnc2ccc(C)cc23)cc1	2.7%
O=c1c2oc3ccccc3c2n(Cc2cccc(Cl)c2)c(=O)n1Cc1ccco1	-8.2%
CCOc1ccc(NC(=O)Cn2cc(C(=O)c3ccc(OCC)cc3)c(=O)c3cc4c(cc32)OCCO4)cc1	-9.5%
COc1cccc2cc(-c3nnc(Nc4ccccc4C)s3)c(=O)oc12	0.338µM*
Cc1ccc(Cn2c(CNC(=O)Cc3cccc([N+](=O)[O-])c3)nc3cccnc32)cc1	-5.1%
CC(=O)c1ccc(N2CCN(C(=O)C3CCN(S(=O)(=O)c4cn(C)cn4)CC3)CC2)cc1	-2.7%
Clc1cccc(-n2ncc3c(NC4CCCCC4)ncnc32)c1	4.78µM*
COc1ccc(-c2cn(-c3ccc(C)cc3)c(S(=O)(=O)CC(=O)Nc3ccccc3)n2)cc1	?
COc1ccccc1C(=O)NC(=O)Nc1ccc(-c2cc(C(F)(F)F)nn2-c2ccccc2)cc1	-6.7%
CC1=Nc2cc(C(=O)NC3CCCC3)ccc2Sc2ccc(C)cc21	-13.1%
Cc1ccccc1Nc1c(-c2ccccc2)nc2cccc(C)n12	-0.7%
Cc1ccc(-c2nc3ccccc3[nH]2)cc1NC(=O)COc1cccc(C)c1C	-6.1%
COc1ccc(S(=O)(=O)n2nc(-c3ccco3)nc2NCc2ccc(N(C)C)cc2)cc1	-12.2%
Cn1c(=O)c2c(nc(Oc3ccccc3)n2Cc2c(Cl)cccc2Cl)n(C)c1=O	-4.8%
CCOc1ccc(C(=O)N2CCC(c3nc4ccccc4o3)CC2)cc1	-10.1%
O=C(NCC(c1ccc2c(c1)OCO2)N1CCOCC1)C(=O)Nc1cccc(Cl)c1 (configuration not stated)	4.8%
O=C(Nc1ccccc1C(F)(F)F)N1CCC(CN2CCc3ccccc3C2)CC1	0.3%
Cc1ccc(-n2nc(C(=O)Nc3ccc(C)c(F)c3)c3c4ccccc4n(C)c3c2=O)cc1	-5.5%
COc1cc(C2CC(=O)Nc3c2c(=O)n(C)c(=O)n3C)cc(OC)c1OC (configuration not stated)	-2.6%
CCn1c(C(=O)N2CCCC(C(=O)NCCCOC)C2)cc2sccc21 (configuration not stated)	-6.7%
CCN1c2ccccc2-c2nc(SCC(=O)Nc3cc(C)c(Cl)cc3OC)ncc2S1(=O)=O	-1.9%

Single entries from the list:
Cc1ccc(-c2nc3ccccc3[nH]2)cc1NC(=O)COc1cccc(C)c1C in FLuc counter shows -6.1%
CCOc1ccc(C(=O)N2CCC(c3nc4ccccc4o3)CC2)cc1 in FLuc counter shows -10.1%
O=C(NCC(c1ccc2c(c1)OCO2)N1CCOCC1)C(=O)Nc1cccc(Cl)c1 (configuration not stated) in FLuc counter shows 4.8%

The main list resumes, repeating the 2 entries before the break.
canonical_smiles	FLuc counter
CCn1c(C(=O)N2CCCC(C(=O)NCCCOC)C2)cc2sccc21 (configuration not stated)	-6.7%
CCN1c2ccccc2-c2nc(SCC(=O)Nc3cc(C)c(Cl)cc3OC)ncc2S1(=O)=O	-1.9%
CCC(=O)N1CCc2cc(S(=O)(=O)NCCC(=O)Nc3cccc(C)c3C)ccc21	-11.4%
O=C(Cn1cc(S(=O)(=O)c2ccc(Cl)cc2)c(=O)c2ccccc21)Nc1ccc2c(c1)OCO2	-6.6%
COc1ccccc1C(=O)Nc1c(C(=O)N(C)Cc2ccccc2)sc2nc(C)c(Cl)c(C)c12	1.1%
CCc1ccccc1NC(=O)CCn1nc(C)c2c(C)n(-c3ccccc3)nc2c1=O	1.2%
Cc1ccc(-c2nc3ccc(Cl)cn3c2Nc2ccc3c(c2)OCCO3)o1	-3.4%
O=C(CN1C(=O)C2CCCCN2c2ccc(C(=O)N3CCCC3)cc21)NCc1ccccc1F (configuration not stated)	3.8%
Cc1ccc(C)c(S(=O)(=O)c2cn(Cc3ccccc3)c3cc(F)c(F)cc3c2=O)c1	-2.9%
COc1cccc(C(=O)N2CCC(N3CCN(Cc4ccc(F)cc4)C(=O)C3=O)CC2)c1	0.7%
COc1cc(OC)c(NC(=O)C(Cc2ccccc2)NS(=O)(=O)c2cccc3nsnc23)cc1Cl (configuration not stated)	-12.1%
Cc1cccn2c(=O)cc(CSc3nnc(NC(=O)c4ccc(F)cc4)s3)nc12	4.9%
CC(=O)c1ccc(NC(=O)COc2ccccc2-c2nc(C(C)C)no2)cc1	-2.4%
O=C(Nc1ccc(F)cc1F)c1cc(-c2ccc(Cl)cc2)on1	-5.8%
Cc1cccc(NC(=O)CSc2nnc3[nH]c(=O)cc(-c4ccccc4)n23)c1C	3.01µM*
Cc1cc2nn(-c3ccc(F)cc3)nc2cc1NC(=O)c1cccc2ccccc12	4.0%
COc1ccc(CNC(=O)Cc2csc3nc(-c4ccc(F)cc4)cn23)cc1	-3.2%
CCN(Cc1nc(-c2ccc(OC)cc2)oc1C)S(=O)(=O)c1ccc(Cl)cc1	0.5%
Cc1cc(Cl)ccc1OCC(=O)N(Cc1sccc1C)C1CCS(=O)(=O)C1 (configuration not stated)	-12.8%
Cc1ccc2[nH]cc(C(c3ccccc3)c3ccc(C)s3)c2c1 (configuration not stated)	5.9%
O=C(Cc1ccc(F)cc1)NCCc1csc2nc(-c3ccccc3F)nn12	2.2%
CCCCNC(=O)c1cc2n(n1)CCCN(Cc1ccc(C)cc1)C2=O	-1.8%
COC(=O)c1c(-c2ccc(Cl)cc2)noc1N1CCN(c2cccc(OC)c2)CC1	-7.0%
Cc1ccc(OCCn2cc(C(=O)C3CCCCC3)c3ccccc32)cc1	-3.0%
Cc1ccc(NS(=O)(=O)c2cn(C)c(C)n2)c(Br)c1	2.9%
Cc1oc(-c2ccc(C(=O)NC(C)c3ccccc3)cc2)nc1CS(=O)(=O)c1ccccc1 (configuration not stated)	6.1%
CCOC(=O)c1[nH]c(C)c(CCC(=O)Nc2cccc(C(F)(F)F)c2)c1C	3.9%
Cc1ccc(NC(=O)C(=O)NCC(c2cccnc2)N2CCc3ccccc32)cc1Cl (configuration not stated)	-4.8%
O=C(COc1ccccc1Cl)Nc1ccc(OCc2cc(=O)n3ccsc3n2)cc1	0.7%
CNC(=O)C1CCN(C(=O)N2CC(C)Oc3ccc(C)cc32)CC1 (configuration not stated)	-1.8%
COc1cc(Br)c(/C=C(\C#N)c2nc3ccccc3[nH]2)cc1OC	8.49µM*
CCOc1ccc(CCNC(=O)CN(c2ccc(C)cc2)S(=O)(=O)N(C)C)cc1OCC	4.4%

(list continues)
Structure	FLuc counter
CCOC(=O)C1CCN(CCC(=O)Nc2ccccc2OC)CC1	-2.9%
CCC1CN(C(=O)N2CCC(C(=O)NCCc3ccccc3C)CC2)c2ccccc2O1 (configuration not stated)	-7.8%
Cc1ccc(C)c(Cn2cc(CCC(=O)NC3CCCCC3)c3ccccc32)c1	-0.5%
Cc1ccc(S(=O)(=O)Nc2ccc3c(c2)c(C(=O)OC(C)C)c(C)n3S(=O)(=O)c2ccc(C)cc2)cc1	-1.0%
COc1ccccc1Nc1nn2c(=O)c3ccc(C(=O)NCc4ccc(F)cc4)cc3nc2s1	-10.5%
CCCCCn1c(=O)[nH]c2cc(C(=O)Nc3cc(OC)cc(OC)c3)ccc2c1=O	-2.6%
CCC(CC)C(=O)Nc1ccc2nc(SCC(=O)N3CCOCC3)sc2c1	-9.7%
Cc1ccc(Sc2c(C)nn(C(=O)COc3ccccc3Br)c2C)cc1	-4.8%
CCOc1ccc(C(=O)c2cn(CC(=O)Nc3ccc(OC)cc3)c3cc4c(cc3c2=O)OCCO4)cc1	5.4%
Cc1ccc(S(=O)(=O)NCC(c2ccc(N(C)C)cc2)N2CCc3ccccc32)cc1 (configuration not stated)	2.7%
CC(C)c1ccc(S(=O)(=O)N2CCN(Cc3cccc(F)c3)CC2)cc1	4.0%
COc1cccc(-c2cn3c(n2)sc2cc(C(=O)NCCc4ccccc4)ccc23)c1	-0.4%
Cc1nc(-c2ccc(Cl)cc2)sc1CCNC(=O)C(=O)Nc1ccc2c(c1)OCO2	-6.3%
Cc1cn2c(=O)cc(COc3cccc(NC(=O)c4ccc(C(C)(C)C)cc4)c3)nc2s1	1.2µM*
CCc1cccc(C)c1NC(=O)CN1CCN(Cc2ccccc2Cl)S1(=O)=O	-2.8%
Cc1ccc(NC(=O)CC2Nc3cccc4cccc(c34)NC2=O)cc1 (configuration not stated)	-3.8%
CC(=O)c1cccc(Nc2ncnc3c2cnn3C)c1	-9.5%
CC(C)CCNC(=O)c1cccc(Nc2nc3ccccc3n3nnnc23)c1	0.2%
COC(=O)c1c(C)sc(-c2c(-c3ccc(F)cc3)[nH]c3[nH]c(=O)[nH]c(=O)c23)c1O	-17.9%
CCOCCCn1c(SCC(=O)Nc2ccccc2CC)nc2ccccc2c1=O	-7.3%
Cc1c(NC(=O)c2cc(=O)c3ccccc3o2)c(=O)n(-c2ccccc2)n1C	-1.6%
Fc1ccc(NCc2nc3ccccc3n2CCOc2ccccc2Cl)cc1	?
CC(=O)Nc1ccc(C)cc1-c1nc2ccccc2n(CC(=O)Nc2cc(Cl)ccc2C)c1=O	-1.4%
Cc1ccc(CCNC(=O)c2ccc(CS(=O)(=O)Cc3ccc(Cl)cc3)o2)cc1	-8.8%
CCCn1cc(S(=O)(=O)c2ccc(OCC)cc2)c(=O)c2cc(C)ccc21	-0.8%
Cc1ccc(Cl)cc1N1CCN(c2ncnc3onc(C)c23)CC1	-6.1%
CCC(=O)N1c2ccc(S(=O)(=O)N3CCCCCC3)cc2CC1C (configuration not stated)	-8.2%
CCOC(=O)c1cnc2c(C)cc(C)cc2c1NCCN1CCOCC1	-9.3%
COc1ccc(/C=C(/C#N)c2nc(-c3ccc(Br)cc3)cs2)cc1	-5.1%
CCCN(CCC)CC(O)Cn1cc(/C=C/C(=O)c2ccc(C)cc2)c2ccccc21 (configuration not stated)	-19.0%
CCOc1ccc(CCNc2ncnc3onc(-c4ccc(F)cc4)c23)cc1OCC	0.9%
CCCCN(C)CCCNC(=O)C1CCN(c2nc3ccc(CC)cc3s2)CC1	15.1µM*
Cc1cccc(NC(=O)Cn2c(SCC(=O)NCc3ccccc3)nc3ccccc32)c1C	-6.2%
CC(C)(C)c1ccc(C(=O)Nc2ccc(NC(=O)c3ccc(Cl)c(Cl)c3)cc2)cc1	1.4%
CCn1c(CNC(=O)c2ccc(OC)cc2)nnc1SCC(=O)Nc1ccc(C)cc1	-17.2%
O=C(Cn1cc(SCc2ccccc2F)c2ccccc21)N1CCCC1	16.9µM*
CC(NC(=O)c1ccc(CSc2nc3ccncc3n2Cc2ccc(F)cc2)cc1)c1ccccc1 (configuration not stated)	-1.7%
COCCN(Cc1cccs1)S(=O)(=O)c1cc(-c2cc(C)no2)ccc1C	-13.1%
Cc1nc2ccccc2n1CCc1nc2c3ccccc3nc(SCC(=O)Nc3ccc(C(C)C)cc3)n2n1	-3.8%
Cc1ccc(NC(=O)CCC(=O)N2Cc3ccccc3Oc3ncccc32)cc1	-8.7%
COc1ccccc1-c1noc(CSc2nc3ccc(C)cc3[nH]2)n1	?
CCOc1cc(C(=O)Nc2ccc3nc(N4CCN(C)CC4)cc(C)c3c2)cc(OCC)c1OCC	-2.3%

High-throughput results as filed in PubChem BioAssay.

Only part of the results is shown; the hit share may differ from the screen's.
